# CYP2C9 act = human CYP2C9 activators, primary screen, biochemical, luminescence | Cytochrome P450 2C9 (Homo sapiens), P11712 | recombinant CYP2C9, luciferin-H conversion; stronger effect = higher value; factor 1 = untreated enzyme, 0 = blocked | activation factor at 5 µM | 96,000 compounds, 1.4% hits;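 active means activation factor of 2 or more for CYP2C9 at a 5 µM dose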;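 further: 0 = sulfaphenazole-blocked wells and 1 = vehicle-only wells; values of inactives mirror those of a sister screen read the other way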
# EphB4 ephrin blk = EphB4-ephrin-B2 interaction antagonists, primary screen, biochemical, TNYL-RAW peptide probe, fluorescence polarization | EphB4 LBD / TNYL-RAW-Alexa532 peptide | inhibition, % at 7 µM | 97,000 compounds, 0.15% hits | AID 720, 2007;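 active means inhibition above the screen-wide mean inhibition plus 3 SD, cut at about 15% in these data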;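 further: 0% = DMSO wells and 100% = excess unlabeled TNYL-RAW peptide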
# Target sequence (P54760 whole entry, looked up, the tested form may be a part): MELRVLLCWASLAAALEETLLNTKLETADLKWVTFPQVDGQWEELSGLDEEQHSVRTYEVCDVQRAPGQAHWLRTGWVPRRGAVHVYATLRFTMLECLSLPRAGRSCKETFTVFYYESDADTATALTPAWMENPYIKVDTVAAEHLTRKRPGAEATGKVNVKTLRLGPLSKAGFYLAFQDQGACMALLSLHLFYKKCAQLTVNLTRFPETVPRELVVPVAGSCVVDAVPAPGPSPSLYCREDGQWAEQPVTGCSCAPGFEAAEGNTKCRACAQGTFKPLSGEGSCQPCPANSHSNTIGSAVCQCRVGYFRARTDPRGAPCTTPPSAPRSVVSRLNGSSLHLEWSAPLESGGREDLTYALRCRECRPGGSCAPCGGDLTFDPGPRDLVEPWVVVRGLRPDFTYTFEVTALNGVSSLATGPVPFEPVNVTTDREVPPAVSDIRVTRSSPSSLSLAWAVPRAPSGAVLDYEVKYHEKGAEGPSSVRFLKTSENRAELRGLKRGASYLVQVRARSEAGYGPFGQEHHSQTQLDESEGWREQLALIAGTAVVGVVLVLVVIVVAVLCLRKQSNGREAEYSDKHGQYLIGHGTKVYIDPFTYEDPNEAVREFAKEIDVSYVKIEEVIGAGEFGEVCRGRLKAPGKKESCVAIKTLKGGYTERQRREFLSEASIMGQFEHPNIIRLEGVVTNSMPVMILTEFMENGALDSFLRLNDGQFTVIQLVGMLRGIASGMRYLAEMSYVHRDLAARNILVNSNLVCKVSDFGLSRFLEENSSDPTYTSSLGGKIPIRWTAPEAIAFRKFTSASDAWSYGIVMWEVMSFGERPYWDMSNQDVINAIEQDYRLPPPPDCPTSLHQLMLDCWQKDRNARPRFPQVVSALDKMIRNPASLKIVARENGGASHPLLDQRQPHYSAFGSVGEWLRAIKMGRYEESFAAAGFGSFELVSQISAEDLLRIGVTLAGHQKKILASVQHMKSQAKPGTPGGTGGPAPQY
# PLAP activator = PLAP enzyme activators, biochemical, luminescence, HTS; 96,000 compounds, 1.2% hits; activation fold at 20 µM; Alkaline phosphatase, placental type (Homo sapiens), P05187; purified PLAP enzyme, luminescent substrate read-out; stronger effect = higher value; in the data active means activation fold above about 2
# CYP2C9 inh = blockers of cytochrome P450 2C9 activity – biochemical, luminescence, ADME assay, primary screen; P11712; CYP2C9 Supersomes, luciferin-H conversion; inhibition, % at 5 µM; 96,000 compounds, 20% hits; AID 777, 2007;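 active means blocking of liver enzyme CYP2C9 beyond about 50% at 5 µM, limit read from the data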; further: values of inactives mirror those of a sister screen read the other way
# Ecoli WT expand = growth inhibitors of wild-type E. coli, primary screen, strain BW25113, expanded library, OD600; OD600 absorbance; growth inhibition, % at 100 µM; 98,000 compounds, 0.15% hits;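 active means growth inhibition above about 50% at one test dose, limit read from the data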;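 further: growth measured after 20 h incubation at 37 °C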
# CYP2C19 inhib = blockers of cytochrome P450 2C19 activity – biochemical, luminescence, ADME assay, primary screen; CYP2C19 Supersomes, luciferin-H EGE luminescence, 30 min; inhibition, % at 5 µM; 96,000 compounds, 21% hits; AID 778, 2007;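 active means CYP2C19 inhibition above a set limit at 5 µM in the primary screen, cut at about 50% in these data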;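 further: plate controls were negative control wells for no effect and 2.5 mM tranylcypromine positive control for full effect; values of inactives mirror those of a sister screen read the other way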
# CYP2C19 act = human CYP2C19 activators, primary screen, biochemical, luminescence | Cytochrome P450 2C19 (Homo sapiens), P33261 | recombinant CYP2C19, luciferin-H EGE luminescence; stronger effect = higher value; 0 = fully inhibited enzyme, 1 = untreated enzyme | activation factor at 5 µM | 96,000 tested, under 10 active | AID 1025, 2008;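 active means activation factor of at least 2 at 5 µM in the primary screen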;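 further: 0 = wells with 2.5 mM tranylcypromine and 1 = vehicle-only wells; values of inactives mirror those of a sister screen read the other way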
# Pyk2 oligo antag = antagonists of Pyk2 self-association, primary screen, Q293 cells, FERM NanoBiT luminescence, HTS; Protein-tyrosine kinase 2-beta (Homo sapiens), Q14289; stronger effect = lower value; z-score (the deposit names both 25 µM and 10 µM); 99,000 compounds, 0.83% hits;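 active means Z-score of -3 or lower, scaled per plate to the spread of control and sample wells; inactive means z-score above -3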;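 further: negative z-score means lost luminescence so less FERM oligomerization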
# PostGolgi yeast = phenotypic screen on post-Golgi transport, primary screen | post-Golgi transport phenotypic cell assay | inhibition, % at 10 µM | 98,000 compounds, 0.9% hits; in the data active means inhibition above about 30%;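 further: yeast cells grown in 1536-well plates; yeast grown about 18 h at 30C before absorbance read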
# Numbers without * were called inactive; . = no result given.
SMILES,CYP2C9 act,EphB4 ephrin blk,PLAP activator,CYP2C9 inh,Ecoli WT expand,CYP2C19 inhib,CYP2C19 act,Pyk2 oligo antag,PostGolgi yeast
O=C(c1ccc(Br)o1)N1CCN(c2ccc(F)cc2)CC1,0.8,0,0.7,24,-3,95*,0.1,-0.23,7
Cc1ccccc1NC1(C#N)C(=O)Nc2ccccc21 (stereo not drawn),1.1,0,0.7,-8,3,11,0.9,-0.61,3
CC(C)C(CCNC(=O)CN1C(=O)c2ccccc2C1=O)c1ccco1 (stereo not drawn),0.8,-2,1,21,10,48,0.5,0.22,29
Cc1[nH]ccc(=O)c1OCc1ccc(Cl)cc1,1.1,2,0.9,-6,7,19,0.8,0.83,12
CCOC(=O)Cn1c(N2CCOCC2)nc2c1c(=O)[nH]c(=O)n2C,1.1,4,0.9,-7,2,4,1,0.79,-3
CCCOC(=O)CSC1=C(C#N)C(c2ccccc2Cl)CC(=O)N1 (stereo not drawn),0,1,0.8,96*,0,95*,0.1,.,1
O=C1c2ccccc2C(=O)C1c1nccc2ccccc12,0.4,.,0.8,58*,1,45,0.5,-0.46,4
COc1cc(C=O)ccc1OCCOCCOc1ccc(Cl)cc1,0.9,-55,1.2,11,13,11,0.9,2.8,-7
COc1cc(CC(=O)OCC(=O)Nc2ccc(S(=O)(=O)N3CCCC3)cc2)cc(OC)c1OC,0.4,-6,1.2,61*,3,14,0.9,-0.02,-5
Cc1cc(C)nc(Nc2ncc(O)n2-c2ccccc2)n1,0.9,-5,1,14,0,3,1,0.37,4
Cc1ccccc1C(=O)Nc1cccc(NC(=O)c2ccc(-c3ccc(Br)cc3)o2)c1,0.4,0,1.5,56*,-9,18,0.8,0.46,5
CS(=O)(=O)NCCCNc1c(Cl)cccc1[N+](=O)[O-],1.1,2,0.8,-14,2,27,0.7,-1.3,-1
CCN1CCN(C(c2cccs2)C(C)NC(=O)c2ccco2)CC1 (stereo not drawn),1,7,1,1,-6,1,1,0.61,5
CCOC(=O)C1=C(C)NC2=C(C(=O)C(C(=O)OCC)C(c3ccc(OC)cc3)C2)C1c1ccccn1 (stereo not drawn),0.7,7,1,29,-3,29,0.7,-0.97,6
CC(C)Cn1c(C(C)NC(=O)Cc2ccccc2)nc2ccccc21 (stereo not drawn),0.9,0,1.1,9,-3,29,0.7,.,-3

# Five entries from above, with values under each structure.
# Results follow in this order: CYP2C9 act	EphB4 ephrin blk	PLAP activator	CYP2C9 inh	Ecoli WT expand	CYP2C19 inhib	CYP2C19 act	Pyk2 oligo antag	PostGolgi yeast
Cc1cc(C)nc(Nc2ncc(O)n2-c2ccccc2)n1
→ 0.9	-5	1	14	0	3	1	0.37	4
Cc1ccccc1C(=O)Nc1cccc(NC(=O)c2ccc(-c3ccc(Br)cc3)o2)c1
→ 0.4	0	1.5	56*	-9	18	0.8	0.46	5
CS(=O)(=O)NCCCNc1c(Cl)cccc1[N+](=O)[O-]
→ 1.1	2	0.8	-14	2	27	0.7	-1.3	-1
CCN1CCN(C(c2cccs2)C(C)NC(=O)c2ccco2)CC1 (stereo not drawn)
→ 1	7	1	1	-6	1	1	0.61	5
CCOC(=O)C1=C(C)NC2=C(C(=O)C(C(=O)OCC)C(c3ccc(OC)cc3)C2)C1c1ccccn1 (stereo not drawn)
→ 0.7	7	1	29	-3	29	0.7	-0.97	6

# Entries of single compounds, quoted from the list.
# CC(C)Cn1c(C(C)NC(=O)Cc2ccccc2)nc2ccccc21 (stereo not drawn) in the list: CYP2C9 act: 0.9; EphB4 ephrin blk: 0; PLAP activator: 1.1; CYP2C9 inh: 9; Ecoli WT expand: -3; CYP2C19 inhib: 29; CYP2C19 act: 0.7; Pyk2 oligo antag: .; PostGolgi yeast: -3
# CCN1CCN(C(c2cccs2)C(C)NC(=O)c2ccco2)CC1 (stereo not drawn) in the list: CYP2C9 act: 1; EphB4 ephrin blk: 7; PLAP activator: 1; CYP2C9 inh: 1; Ecoli WT expand: -6; CYP2C19 inhib: 1; CYP2C19 act: 1; Pyk2 oligo antag: 0.61; PostGolgi yeast: 5

# The results go on:
SMILES,CYP2C9 act,EphB4 ephrin blk,PLAP activator,CYP2C9 inh,Ecoli WT expand,CYP2C19 inhib,CYP2C19 act,Pyk2 oligo antag,PostGolgi yeast
COc1cccc(CSc2nc3sc(C)c(C)c3c(=O)n2Cc2ccco2)c1,0.2,2,1.5,78*,-11,56*,0.4,-0.63,-4
O=C(c1cc2ccccc2oc1=O)N1CCCC1,1.4,-6,0.9,-44,2,-12,1.1,0.27,13
CCOc1ccc(C(=O)NC(=S)N(Cc2ccccc2)Cc2ccccc2)cc1,0.5,-3,1.2,53*,-15,29,0.7,-0.52,-4
COc1ccc(C(=O)c2oc3ccccc3c2N)cc1,0.7,5,1,28,4,69*,0.3,-1.1,-5
CN1CCN(NC(=O)c2ccccc2F)CC1,1.2,1,0.9,-17,-3,5,1,0.5,-12
CC1CCN(S(=O)(=O)c2ccc(C(=O)NCc3ccc4c(c3)OCO4)cc2)CC1,1,1,0.7,3,-1,-7,1.1,0.25,-3
Clc1ccc(Sc2cc(Cl)c(-c3ccccc3)nn2)cc1,0.3,2,0.9,66*,-29,55*,0.4,-3.4*,-12
COc1ccccc1-c1nnc(NC(=O)c2ccccc2F)o1,0.4,1,1,64*,7,-4,1,.,-8
CCCCNc1cc(C)oc(=O)c1C(C)=O,1.1,-3,1,-14,8,-12,1.1,-0.74,-1
Cc1cc(N(C)C)cc(C)[n+]1[O-],1,3,1,2,-6,-6,1.1,0.33,-3
CCOC(=O)N1CCN(C(=O)CCNS(=O)(=O)c2cc(Br)cnc2N)CC1,1.1,-2,1,-11,-7,7,0.9,-0.41,3
O=C(CCCN1C(=O)c2cccnc2C1=O)N1CC(=O)N(CCc2ccccc2)C(=O)C1,0.9,5,1,13,3,24,0.8,0,7
Cc1cccc2cc(CN(CCCO)C(=O)Nc3ccccc3Cl)c(=O)[nH]c12,0.7,0,1.4,29,11,8,0.9,0.66,2
O=C(Cn1nnc(-c2ccncc2)n1)N1CCc2ccccc21,0.3,0,1,70*,-19,24,0.8,2.4,0
COC(=O)Cc1cc(=O)n(-c2ccccc2)[nH]1,0.9,-5,1,6,6,3,1,-1.7,2
COc1ccc(S(=O)(=O)NC(C)(C)C)cc1-c1nnc2c3ccccc3c(C)nn12,0.5,-2,1,46,-2,66*,0.3,-0.84,6
N#CC(C(=O)NCc1ccccc1)c1nc2ccccc2nc1N1CCCC1 (stereo not drawn),0.7,1,0.9,32,-13,20,0.8,0.39,-2
CC(C)OCCCNC(=O)C1CCN(S(=O)(=O)N2CCCCC2)CC1,1,0,1,-3,7,-1,1,-0.35,-2
COc1ccccc1CNC(=O)C1CCN(S(C)(=O)=O)CC1,1.2,6,0.9,-17,0,2,1,0.28,-25
COc1ccc(C(=O)NC(=O)Nc2cc(C)ccn2)cc1,0.8,-5,0.9,19,-3,33,0.7,-0.35,5
Cc1nnc(NC(=O)COc2ccccc2)s1,0.8,-3,0.8,22,-1,13,0.9,0.13,-5
COc1ccc(Nc2nnc(SCC(=O)N3CCCC3)s2)cc1,0.7,11,0.9,33,1,34,0.7,-0.01,-4
Cc1ccc(Cn2c(=O)cc(C(=O)O)c3ccccc32)cc1,1,-4,1,2,-1,-7,1.1,0.03,1
COc1cccc(C2CC(c3cccc(Br)c3)n3nc(N)nc3N2)c1 (stereo not drawn),0.9,.,1.1,14,-3,11,0.9,.,-4
COCCn1cc(C(=O)N2CCC(C)CC2)c2c3ccccc3n(C)c2c1=O,1,3,1.5,4,8,-7,1.1,0.98,9
CC(=O)c1ccc(N2CCN(C(=O)c3cc(C)on3)CC2)cc1,.,0,.,.,-15,.,.,2.3,1
CCN(CC)c1nc(OCCNC(=O)Nc2ccccc2)nc(N(CC)CC)n1,0.1,4,2.1*,88*,-3,48,0.5,-2.9,13
O=C(CSc1nnc(COc2ccc(F)cc2)o1)N1c2ccccc2CCc2ccccc21,0,.,1.5,96*,-7,83*,0.2,-0.37,1
COC(=O)COc1ccc(S(=O)(=O)N2CCOCC2)cc1C,1.1,-2,0.8,-11,2,18,0.8,0.62,15
CCOC(=O)c1cnn(-c2nc(SC)nc3sc4c(c23)CCC4)c1N,0.9,-4,0.9,10,3,5,0.9,1.1,-9
Cc1cccc(NCc2ccccc2O)n1,1,0,0.9,-5,18,9,0.9,-0.48,1
O=C(CC1OC(=O)c2ccccc21)c1ccco1 (stereo not drawn),1.1,-10,1,-11,24,-10,1.1,0.59,14
Cc1ccc(-n2c(N)c(C#N)c(-c3ccccc3)c(C#N)c2=O)cc1,1,6,1.1,-1,-3,-10,1.1,0.14,2
CCOc1ccc(-c2nc(N)ncc2-c2ccccc2)c(O)c1,0.7,0,1,27,2,12,0.9,-2.5,-3
CCn1c(COc2ccccc2)nnc1SCC(=O)CC(=O)Nc1ccccc1OC,2.1*,-7,1.4,-105,1,29,0.7,-1.1,-7
CSc1cccc(NC(=O)C2CCN(S(=O)(=O)c3ccc(F)cc3)CC2)c1,1,2,1.3,-4,-11,23,0.8,-0.92,-8
Clc1cccc(-c2nc(-c3ccccn3)no2)c1,0.7,-3,1,33,6,51*,0.5,-0.76,-4
Cn1c(SCCN2CCCCC2)nnc1-c1ccccc1Br,1.2,0,1,-20,0,-9,1.1,1.1,-20
C=CCNC(=O)/C(=C/c1ccco1)NC(=O)c1ccc(Br)o1,0.9,-9,1.1,6,2,13,0.9,0.33,4
COc1ccc(NC(C)C(=O)Nc2ccc(C(C)(C)C)cc2)cc1Cl (stereo not drawn),0.1,5,1.5,90*,0,94*,0.1,-1.4,-5
COc1ccc(NC(=O)COC(=O)c2cc(OC)c(OC)cc2NC(=O)c2ccco2)cc1OC,0.7,3,1.7,29,-8,21,0.8,-0.51,-6
CNc1oc(-c2ccc(OCc3ccccc3)cc2)nc1C#N,2.2*,-4,1.1,-124,-7,-8,1.1,1.4,6
CCOC(=O)C1CCCN(C(=O)c2ccc3c(c2)NC(=O)C(N2CCOCC2)S3)C1 (stereo not drawn),0.9,0,1.4,5,2,2,1,1.9,-7

# Just Ecoli WT expand (three entries from above):
SMILES | Ecoli WT expand
CCOc1ccc(-c2nc(N)ncc2-c2ccccc2)c(O)c1 | 2
CCn1c(COc2ccccc2)nnc1SCC(=O)CC(=O)Nc1ccccc1OC | 1
CSc1cccc(NC(=O)C2CCN(S(=O)(=O)c3ccc(F)cc3)CC2)c1 | -11

# Bioassay records as filed in PubChem.

# Outcome played no part in choosing rows; about 31% have a hit in one of these screens.
